MLLE-PAM2 inh = blocks PAM2 peptide binding to the PABP1 MLLE domain. AID 588489. 0.36% of 360,000 active. inhibition, % at 20 µM. GST-MLLE / FITC-PAM2 fluorescence polarization. P11940; in the data active = inhibition above about 35%, passing the limit was not always enough;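 also: plate controls were DMSO wells with GST-MLLE for no effect and wells lacking GST-MLLE protein for full effect; some results filed as inactive read as strong as hits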
CendR NRP1 mod = NRP-1/CendR interaction modulation | O14786 | FAM-RPARPAR peptide binding to NRP-1, fluorescence polarization | inhibition, % at 25 µM | 0.85% of 360,000 active | AID 602438;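 active = inhibition or corrected inhibition above about 18%, plus a signal ratio from 0.5 to 1.5, limit read from the data, passing the limit was not always enough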; also: strong numbers were not always called active
MsrA inhibitor = bovine MsrA inhibition | 0.75% of 360,000 active | purified bovine MsrA, absorbance read-out | AID 651718 | inhibition, % at 15.5 µM; in the data active = inhibition above about 4.5%;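 also: 0% = vehicle wells with enzyme and 100% = reference inhibitor wells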
MsrA act = activators of bovine methionine sulfoxide reductase A. activation, % at 10.6 µM. 0.3% of 360,000 active. AID 602163. purified bovine MsrA, absorbance read-out; in the data active = activation above about 7.5%;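 also: 0% = vehicle and 100% = reference activator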
Tb MetRS inh = blocks T. brucei methionyl-tRNA synthetase activity; purified T. brucei MetRS, ATP depletion, Kinase-Glo luminescence; inhibition, % at 11.9 µM; 0.4% of 360,000 active;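 active = inhibition above a per-plate cutoff of the control wells' mean inhibition plus 3 SD, cut at about 5.5% in these data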;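 also: 0% = DMSO wells median and 100% = median of wells with control inhibitor compound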
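System: purified T. brucei MetRS enzyme / Detection: Kinase-Glo luciferase luminescence reporting remaining unconsumed ATP / Medium: HEPES buffer with MgCl2, KCl, DTT, spermine, BSA, pyrophosphatase / Replication: singlicate, one well per compound / Evaluation: percent inhibition relative to median high and low control wells / Schedule: 2 h aminoacylation at 25 °C after 15 min preincubation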
SKN-1 inh = C. elegans SKN-1 inhibition | C. elegans VP596 Pgst-4::GFP/RFP ratio, acrylamide-induced, 24 h | inhibition, % at 21.8 µM | 0.49% of 360,000 active | AID 624304;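 active = interference check ratio from 0.5 to 1.5 plus GFP to RFP signal ratio inhibition reaching or exceeding a fixed threshold, cut at about 30% in these data, passing the limit was not always enough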; also: some compounds called inactive have numbers as strong as hits
FAS TE block = inhibitors of human fatty acid synthase thioesterase domain | 0.67% of 360,000 active | recombinant FAS-TE, OMFH fluorogenic substrate, fluorescence endpoint | inhibition, % at 15 µM | P49327;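 active = compounds whose normalised, plate-corrected inhibition of enzyme fluorescence in the single-dose primary screen is 50% or more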;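 also: 0% = DMSO with enzyme and 100% = substrate without enzyme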
Target sequence (P49327 whole entry, looked up, the tested form may be a part): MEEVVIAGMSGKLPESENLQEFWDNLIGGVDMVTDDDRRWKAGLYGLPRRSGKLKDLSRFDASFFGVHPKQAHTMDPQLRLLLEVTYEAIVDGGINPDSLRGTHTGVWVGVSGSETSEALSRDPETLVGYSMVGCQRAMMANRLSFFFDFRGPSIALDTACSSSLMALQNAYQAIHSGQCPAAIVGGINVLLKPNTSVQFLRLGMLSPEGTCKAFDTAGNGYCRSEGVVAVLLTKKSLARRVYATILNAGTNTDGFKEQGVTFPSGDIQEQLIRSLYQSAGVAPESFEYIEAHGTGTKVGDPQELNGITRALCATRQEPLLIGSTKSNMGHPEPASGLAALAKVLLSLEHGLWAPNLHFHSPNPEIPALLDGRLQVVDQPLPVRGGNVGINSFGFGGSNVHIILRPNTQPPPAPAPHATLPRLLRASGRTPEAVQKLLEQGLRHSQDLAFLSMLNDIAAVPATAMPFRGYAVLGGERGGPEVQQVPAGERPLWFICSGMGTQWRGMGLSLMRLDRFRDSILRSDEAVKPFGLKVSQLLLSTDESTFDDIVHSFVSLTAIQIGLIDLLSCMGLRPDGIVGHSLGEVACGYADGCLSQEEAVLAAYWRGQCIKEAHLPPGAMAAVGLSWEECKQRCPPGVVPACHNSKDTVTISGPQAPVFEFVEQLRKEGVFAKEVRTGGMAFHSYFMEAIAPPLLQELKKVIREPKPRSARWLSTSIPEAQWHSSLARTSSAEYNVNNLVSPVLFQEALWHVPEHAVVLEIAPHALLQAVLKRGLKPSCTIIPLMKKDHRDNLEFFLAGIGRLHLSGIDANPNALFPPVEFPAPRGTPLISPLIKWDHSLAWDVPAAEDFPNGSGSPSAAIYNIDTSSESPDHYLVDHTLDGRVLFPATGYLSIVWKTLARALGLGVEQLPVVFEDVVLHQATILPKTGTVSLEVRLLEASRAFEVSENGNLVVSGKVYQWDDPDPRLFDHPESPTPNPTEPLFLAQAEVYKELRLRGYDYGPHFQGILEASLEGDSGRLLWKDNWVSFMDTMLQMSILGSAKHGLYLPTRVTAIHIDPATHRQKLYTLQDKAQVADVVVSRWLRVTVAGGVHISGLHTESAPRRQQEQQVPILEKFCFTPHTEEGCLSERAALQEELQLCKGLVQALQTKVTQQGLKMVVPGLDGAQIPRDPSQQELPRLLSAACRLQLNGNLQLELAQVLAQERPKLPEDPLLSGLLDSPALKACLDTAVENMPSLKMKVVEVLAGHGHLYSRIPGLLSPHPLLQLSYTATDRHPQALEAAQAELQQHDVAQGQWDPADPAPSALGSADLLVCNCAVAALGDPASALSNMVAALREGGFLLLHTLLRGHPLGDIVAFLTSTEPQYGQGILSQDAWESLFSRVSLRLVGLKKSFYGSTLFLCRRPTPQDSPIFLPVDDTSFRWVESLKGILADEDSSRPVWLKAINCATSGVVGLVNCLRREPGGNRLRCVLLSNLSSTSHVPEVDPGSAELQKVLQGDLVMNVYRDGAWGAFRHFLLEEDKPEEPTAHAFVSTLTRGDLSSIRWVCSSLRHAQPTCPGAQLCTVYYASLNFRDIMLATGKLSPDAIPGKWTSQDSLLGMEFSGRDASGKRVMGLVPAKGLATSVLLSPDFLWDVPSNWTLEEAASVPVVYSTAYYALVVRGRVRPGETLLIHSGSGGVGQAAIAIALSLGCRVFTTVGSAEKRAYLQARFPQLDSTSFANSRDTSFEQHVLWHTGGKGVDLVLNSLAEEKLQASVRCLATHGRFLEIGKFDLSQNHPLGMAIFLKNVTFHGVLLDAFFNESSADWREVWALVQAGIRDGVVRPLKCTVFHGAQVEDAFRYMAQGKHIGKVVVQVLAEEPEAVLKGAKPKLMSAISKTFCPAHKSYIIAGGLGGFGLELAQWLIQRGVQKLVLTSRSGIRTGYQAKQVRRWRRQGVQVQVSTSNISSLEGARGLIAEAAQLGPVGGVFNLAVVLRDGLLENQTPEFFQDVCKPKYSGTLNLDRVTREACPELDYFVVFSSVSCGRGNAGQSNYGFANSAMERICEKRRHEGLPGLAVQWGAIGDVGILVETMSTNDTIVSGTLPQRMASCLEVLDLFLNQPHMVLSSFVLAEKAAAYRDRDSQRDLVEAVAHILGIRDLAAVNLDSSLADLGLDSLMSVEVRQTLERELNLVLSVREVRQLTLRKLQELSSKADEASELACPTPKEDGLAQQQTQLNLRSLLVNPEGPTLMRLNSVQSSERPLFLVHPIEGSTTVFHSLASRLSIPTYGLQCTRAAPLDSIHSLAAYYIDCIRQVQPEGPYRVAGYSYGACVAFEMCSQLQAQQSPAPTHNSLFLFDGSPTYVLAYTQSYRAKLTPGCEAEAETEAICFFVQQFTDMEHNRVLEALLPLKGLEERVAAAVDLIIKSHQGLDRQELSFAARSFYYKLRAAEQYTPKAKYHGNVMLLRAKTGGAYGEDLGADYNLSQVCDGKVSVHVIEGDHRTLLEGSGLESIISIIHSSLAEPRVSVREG
MT1-MMP act inh = inhibitors of human MT1-MMP activation; P50281; HT1080 RFP-PRO-GFP cells, GFP/RFP ratio fluorescence, overnight; percent of plate control window, DMSO zero; GFP/RFP ratio change, % at 20 µM; 0.061% of 360,000 active;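 active = GFP/RFP ratio change of at least 30% with cell ATP level not reduced by more than half and red fluorescence within 50% of control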; also: strong numbers were not always called active
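Assay system: HT1080 RFP-PRO-GFP cells | Dosing: 20 µM single dose, 1% DMSO | Incubation: Cells overnight before dosing, compound overnight, 37 °C, 5% CO2 | Evaluation: GFP/RFP fluorescence ratio | Control set: DMSO-only wells and HT1080 RFP-L50D-GFP cell wells as references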
E coli Lon inh = inhibits E. coli Lon protease. P0A9M0. inhibition, % at 7.94 µM. purified E. coli Lon protease, fluorescence polarization. 0.42% of 360,000 active; in the data active = inhibition above about 13%, passing the limit was not always enough;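 also: 0% = enzyme with probe and DMSO and 100% = no enzyme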
An asterisk follows results filed as active.

For CNS(=O)(=O)c1cc(C(=O)NCc2ccco2)ccc1Cl the results were MLLE-PAM2 inh -30.6, CendR NRP1 mod -6.0, MsrA inhibitor -0.4, MsrA act -5.1, Tb MetRS inh -0.4, SKN-1 inh -9.5, FAS TE block -7.3, MT1-MMP act inh 2.9 and E coli Lon inh 5.3.
`COc1ccc(-c2csc(/C(C#N)=C(\O)CSc3nccn3C)n2)cc1OC` gave MLLE-PAM2 inh -74.3, CendR NRP1 mod -55.1, MsrA inhibitor 1.3, MsrA act 2.5, Tb MetRS inh -0.3, SKN-1 inh 9.9, FAS TE block -9.8, MT1-MMP act inh -12.8 and E coli Lon inh -8.7.
`Cc1c(C(=O)NN2CCOCC2)cccc1[N+](=O)[O-]` gave MLLE-PAM2 inh 0.6, CendR NRP1 mod 5.2, MsrA inhibitor 0.4, MsrA act -1.5, Tb MetRS inh -0.6, SKN-1 inh -5.0, FAS TE block -8.6, MT1-MMP act inh 2.1 and E coli Lon inh 4.8.
`Cc1cccc(N(C)S(=O)(=O)c2ccc3c(c2)NC(=O)CC(=O)N3)c1` gave MLLE-PAM2 inh -11.7, CendR NRP1 mod -0.5, MsrA inhibitor 0.7, MsrA act -0.2, Tb MetRS inh 0.1, SKN-1 inh 3.4, FAS TE block -5.4, MT1-MMP act inh -1.4 and E coli Lon inh -1.0.
`O=C(COC(=O)c1cc(Cl)ccc1[N+](=O)[O-])NCc1ccc(Cl)cc1Cl` gave MLLE-PAM2 inh 1.8, CendR NRP1 mod 6.1, MsrA inhibitor 1.6, MsrA act -2.1, Tb MetRS inh 0.9, SKN-1 inh -2.5, FAS TE block 29.3, MT1-MMP act inh 2.7 and E coli Lon inh 5.5.
For CN1CCN(C2CN(Cc3ccccc3)S(=O)(=O)C2)CC1 (stereo not given) the results were MLLE-PAM2 inh 2.4, CendR NRP1 mod 17.8, MsrA inhibitor -0.1, MsrA act 5.8, Tb MetRS inh 0.0, SKN-1 inh -0.2, FAS TE block -5.5, MT1-MMP act inh 3.8 and E coli Lon inh 13.6.
For CCOc1ccc(C(=O)NCC(=O)Nc2ccc(N3CCOCC3)cc2)cc1OCC the results were MLLE-PAM2 inh -10.0, CendR NRP1 mod -4.0, MsrA inhibitor 1.6, MsrA act -4.0, Tb MetRS inh 0.7, SKN-1 inh -8.9, FAS TE block -2.5, MT1-MMP act inh 0.1 and E coli Lon inh -7.7.
Screening Fc1ccccc1NC(=S)NCCc1ccc(Cl)cc1 returned MLLE-PAM2 inh 3.4, CendR NRP1 mod 7.4, MsrA inhibitor -0.2, MsrA act -3.0, Tb MetRS inh -0.2, SKN-1 inh 9.1, FAS TE block 10.2, MT1-MMP act inh -5.7 and E coli Lon inh 0.5.
Screening OCCNc1nc(-c2ccccc2)c2ccccc2n1 returned MLLE-PAM2 inh 25.1, CendR NRP1 mod -0.8, MsrA inhibitor 2.1, MsrA act -16.9, Tb MetRS inh -0.5, SKN-1 inh -7.4, FAS TE block -3.9, MT1-MMP act inh 1.5 and E coli Lon inh -2.5.
`O=C1c2cccc(OCC(=O)N3CCCc4ccccc43)c2CCN1Cc1ccc(F)cc1` gave MLLE-PAM2 inh -14.8, CendR NRP1 mod -11.9, MsrA inhibitor -0.3, MsrA act -4.1, Tb MetRS inh -0.3, SKN-1 inh -0.1, FAS TE block 26.8, MT1-MMP act inh -1.9 and E coli Lon inh 6.5.
`CCN(CC)S(=O)(=O)c1cccc(C(=O)NC2=NCCS2)c1` gave MLLE-PAM2 inh 3.1, CendR NRP1 mod -0.6, MsrA inhibitor -0.4, MsrA act -1.6, Tb MetRS inh -0.7, SKN-1 inh -2.7, FAS TE block -5.4, MT1-MMP act inh -2.3 and E coli Lon inh 10.9.
`CCN(CC)c1ccc(/C=N/N=C(c2ccccc2)c2ccccc2)c(O)c1` gave MLLE-PAM2 inh -100.6, CendR NRP1 mod -52.2, MsrA inhibitor 1.0, MsrA act -9.7, Tb MetRS inh -0.6, SKN-1 inh 8.9, FAS TE block 25.0, MT1-MMP act inh -5.9 and E coli Lon inh -19.2.
Screening Cc1cc(C)n(-c2ncccc2[N+](=O)[O-])n1 returned MLLE-PAM2 inh 1.9, CendR NRP1 mod 7.1, MsrA inhibitor 0.6, MsrA act -3.1, Tb MetRS inh 0.3, SKN-1 inh 2.3, FAS TE block -3.4, MT1-MMP act inh 0.1 and E coli Lon inh -2.8.
CCCCC(O)(CCN1CCOCC1)c1ccc(Cl)cc1 (stereo not given) was read as MLLE-PAM2 inh 1.9, CendR NRP1 mod -22.4, MsrA act 0.9, Tb MetRS inh -0.6, SKN-1 inh 26.2, FAS TE block 1.5, MT1-MMP act inh 8.8 and E coli Lon inh 4.8.
`COc1cccc(CNC(=O)COC(=O)c2cc(Br)c(Br)s2)c1` gave MLLE-PAM2 inh 6.5, CendR NRP1 mod -4.3, MsrA inhibitor 0.7, MsrA act 0.3, Tb MetRS inh -0.3, SKN-1 inh 15.5, FAS TE block 1.0, MT1-MMP act inh -1.2 and E coli Lon inh -8.1.
For O=[N+]([O-])c1ccccc1/C=C/CN1CCN(Cc2ccc3c(c2)OCO3)CC1 the results were MLLE-PAM2 inh -2.1, CendR NRP1 mod 1.2, MsrA inhibitor 0.5, MsrA act -6.0, Tb MetRS inh -0.8, SKN-1 inh 3.3, FAS TE block 5.5, MT1-MMP act inh 4.8 and E coli Lon inh 10.0.
For Cc1ccc(NS(=O)(=O)c2ccc(-n3cccn3)cc2)cc1C the results were MLLE-PAM2 inh -12.2, CendR NRP1 mod 2.9, MsrA inhibitor 1.9, MsrA act 0.7, Tb MetRS inh -0.2, SKN-1 inh 9.7, FAS TE block 9.0, MT1-MMP act inh 6.5 and E coli Lon inh -8.3.
For Cc1cc(S(=O)(=O)c2ccc(Cl)cc2)nc(S(=O)(=O)c2ccc(Cl)cc2)c1C#N the results were MLLE-PAM2 inh 12.8, CendR NRP1 mod -23.7, MsrA inhibitor 1.6, MsrA act -6.3, Tb MetRS inh -0.1, SKN-1 inh -9.6, FAS TE block 68.6*, MT1-MMP act inh -1.8 and E coli Lon inh 0.6.
`CCOC(=O)N1CCN(C(=O)c2ccc3nc(SCc4ccc(F)cc4)n(C)c3c2)CC1` gave MLLE-PAM2 inh -12.5, CendR NRP1 mod -2.4, MsrA inhibitor 0.3, MsrA act -9.8, Tb MetRS inh -1.6, SKN-1 inh -14.9, FAS TE block 0.3 and E coli Lon inh -8.1.
COc1ccc(C2=NN(C(=O)/C=C/c3ccccc3)C(c3ccccc3)C2)c(OC(C)=O)c1 (stereo not given) was read as MLLE-PAM2 inh -4.6, CendR NRP1 mod -10.3, MsrA inhibitor 3.3, MsrA act -0.6, Tb MetRS inh -0.5, SKN-1 inh 9.5, FAS TE block 25.0, MT1-MMP act inh -6.9 and E coli Lon inh 8.8.
For COc1ccc(Cl)cc1NC(=O)CSc1nc(NS(=O)(=O)c2ccccc2)cc(=O)[nH]1 the results were MLLE-PAM2 inh -4.5, CendR NRP1 mod 7.2, MsrA inhibitor -1.1, MsrA act -3.0, Tb MetRS inh 0.0, SKN-1 inh -0.5, FAS TE block -2.5, MT1-MMP act inh -1.1 and E coli Lon inh 11.8.
For COc1cc(C(c2sc3nc(C)nn3c2O)N2CC(C)OC(C)C2)cc(OC)c1OC (stereo not given) the results were MLLE-PAM2 inh 7.0, CendR NRP1 mod -4.8, MsrA inhibitor -0.3, MsrA act 0.5, Tb MetRS inh -0.1, SKN-1 inh -9.6, FAS TE block -8.1, MT1-MMP act inh 7.0 and E coli Lon inh -4.4.
For CN(C1CCCCC1)C(CNS(=O)(=O)c1ccccc1)c1ccccc1 (stereo not given) the results were MLLE-PAM2 inh 5.5, CendR NRP1 mod 11.3, MsrA inhibitor -1.4, MsrA act -0.1, Tb MetRS inh -0.2, SKN-1 inh 5.3, FAS TE block 3.4, MT1-MMP act inh 0.8 and E coli Lon inh 4.6.
COc1ccc(-c2nnc3ccc(SCC(N)=O)nn23)cc1OC was read as MLLE-PAM2 inh 9.9, CendR NRP1 mod -8.9, MsrA inhibitor 0.1, MsrA act -8.4, Tb MetRS inh -1.4, SKN-1 inh 6.7, FAS TE block -5.2, MT1-MMP act inh -0.8 and E coli Lon inh 3.6.
For O=C(NNC(=O)C1COc2ccccc2O1)c1ccccc1 (stereo not given) the results were MLLE-PAM2 inh 1.4, CendR NRP1 mod -7.6, MsrA inhibitor 1.5, MsrA act 0.1, Tb MetRS inh 0.1, SKN-1 inh -5.1, FAS TE block -4.2, MT1-MMP act inh -3.5 and E coli Lon inh 1.8.
Screening COc1ccc(-c2cc3ccccc3c(=O)o2)cc1 returned CendR NRP1 mod -6.2, MsrA inhibitor 1.9, MsrA act -6.1, Tb MetRS inh -0.5, SKN-1 inh 15.2, FAS TE block 24.1, MT1-MMP act inh 4.7 and E coli Lon inh 1.0.
Screening O=[N+]([O-])c1ccccc1/C=C/C=N/n1c(-c2ccccc2)n[nH]c1=S returned MLLE-PAM2 inh -11.6, CendR NRP1 mod -6.5, MsrA inhibitor 4.1, MsrA act -2.6, Tb MetRS inh -0.5, SKN-1 inh 6.9, FAS TE block -5.6, MT1-MMP act inh 0.7 and E coli Lon inh -4.2.
`O=c1nc(Oc2ccccc2)nc2ncccn12` gave MLLE-PAM2 inh -5.7, CendR NRP1 mod -27.6, MsrA inhibitor 0.9, MsrA act -1.8, Tb MetRS inh -0.1, SKN-1 inh -17.8, FAS TE block -5.9, MT1-MMP act inh -4.4 and E coli Lon inh -165.0.
Screening c1ccc(-c2nc(N3CCCCCC3)nc(-n3ccnc3)n2)cc1 returned MLLE-PAM2 inh -5.6, CendR NRP1 mod -6.8, MsrA inhibitor 0.4, MsrA act -2.2, Tb MetRS inh 0.1, SKN-1 inh 7.1, FAS TE block 20.4, MT1-MMP act inh -21.8 and E coli Lon inh 0.0.
Screening CCOC(=O)c1c(CSC(=N)N)n(-c2ccc(Br)cc2)c2cc(Br)c(OC(C)=O)cc12 returned MLLE-PAM2 inh 0.8, CendR NRP1 mod 14.1, MsrA inhibitor 0.1, MsrA act -2.5, Tb MetRS inh 0.5, SKN-1 inh 4.7, FAS TE block -178.8, MT1-MMP act inh -7.0 and E coli Lon inh 6.9.
`Cc1cccc(NC(=O)Nc2cccc(Oc3c(F)c(F)c(F)c(F)c3F)c2)c1` gave MLLE-PAM2 inh -2.0, CendR NRP1 mod 6.2, MsrA inhibitor 0.1, MsrA act -8.2, Tb MetRS inh -1.4, SKN-1 inh -7.0, FAS TE block 23.6, MT1-MMP act inh -12.8 and E coli Lon inh 0.8.
For CCn1c(SCCN2CCCCC2)nnc1-c1ccc(S(=O)(=O)N2CCOCC2)cc1 the results were MLLE-PAM2 inh 3.0, CendR NRP1 mod -0.1, MsrA inhibitor -1.0, MsrA act 0.2, Tb MetRS inh -0.4, SKN-1 inh 16.0, FAS TE block -0.2, MT1-MMP act inh 2.0 and E coli Lon inh 3.9.

Retrieved by structure from the entries so far (two):
`Cc1cccc(NC(=O)Nc2cccc(Oc3c(F)c(F)c(F)c(F)c3F)c2)c1` gave MLLE-PAM2 inh -2.0, CendR NRP1 mod 6.2, MsrA inhibitor 0.1, MsrA act -8.2, Tb MetRS inh -1.4, SKN-1 inh -7.0, FAS TE block 23.6, MT1-MMP act inh -12.8 and E coli Lon inh 0.8.
`CCOC(=O)N1CCN(C(=O)c2ccc3nc(SCc4ccc(F)cc4)n(C)c3c2)CC1` gave MLLE-PAM2 inh -12.5, CendR NRP1 mod -2.4, MsrA inhibitor 0.3, MsrA act -9.8, Tb MetRS inh -1.6, SKN-1 inh -14.9, FAS TE block 0.3 and E coli Lon inh -8.1.
